Compound activity as filed in PubChem BioAssay.
KOR beta-arrestin-1: KOR antagonists, beta-arrestin recruitment, cell-based, luminescence, uHTS (AID 1778). KOR beta-arrestin recruitment, luminescence, antagonist mode; higher % means a stronger effect. inhibition, % at 10 µM; hits with a dose series show IC50 in µM. hit rate 0.091% among 290,000. Kappa-type opioid receptor (Homo sapiens); also: strong numbers were not always called active
KOR beta-arrestin-2: KOR agonists, beta-arrestin recruitment, primary screen, cell-based, luminescence, uHTS (AID 1777) | Kappa-type opioid receptor (Homo sapiens) | one-dose activation, % at 10 µM; EC50 in µM for titrated hits | hit rate 0.02% among 280,000 | KOR beta-arrestin recruitment, luminescence; higher % means a stronger effect; in the data active = activation above about 50%, passing the limit was not always enough; also: a part of the inactive calls stands beside numbers as strong as those of hits
PMI inhibitors: inhibitors of human PMI, primary screen, biochemical, fluorescence intensity, coupled assay (AID 1209); purified PMI enzyme, coupled fluorescence intensity; higher % means a stronger effect; inhibition, % at 20 µM, or IC50 in µM where a hit was titrated; hit rate 0.42% among 190,000;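 also: plate controls were DMSO vehicle for no effect and wells lacking substrate for full effect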
LYP phosphatase: inhibitors of LYP phosphatase, biochemical, fluorescence intensity, uHTS (AID 1779). one-dose inhibition, % at 11.5 µM; IC50 in µM for titrated hits. Tyrosine-protein phosphatase non-receptor type 22 (Homo sapiens). recombinant LYP phosphatase, fluorescence intensity; higher % means a stronger effect. hit rate 0.054% among 290,000;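 also: plate controls were vehicle with enzyme for no effect and no enzyme for full effect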
TNAP activation fold: human TNAP enzyme activators, primary screen, biochemical, luminescent, no phosphate acceptor, uHTS (AID 1001). Alkaline phosphatase, tissue-nonspecific isozyme (Homo sapiens). purified TNAP, luminescent activation assay, no phosphate acceptor; higher activation fold means a stronger effect. one-dose activation fold at 20 µM; EC50 in µM for titrated hits. hit rate 0.03% among 200,000; in the data active = activation fold from about 3, or a potency from the dose series; inactive = the rest, 99 in 100 with activation fold below about 1.6; also: many of its hits are not listed in these tables
human PMI inhibitors: human PMI inhibitors, high substrate, primary screen, biochemical, fluorescence intensity, high mannose 6-phosphate (AID 1220). one-dose inhibition, % at 20 µM; IC50 in µM for titrated hits. Mannose-6-phosphate isomerase (Homo sapiens). recombinant PMI enzyme, coupled fluorescence intensity; higher % means a stronger effect. hit rate 0.66% among 190,000
NOD1 inhibition: NOD1 signaling inhibitors, primary screen, cell-based, luminescence, uHTS (AID 1578); NOD1-driven NF-kB luciferase reporter cells, luminescence; higher % means a stronger effect; one-dose inhibition, % at 4 µM; EC50 in µM for titrated hits; hit rate 1% among 290,000; in the data active = inhibition mostly above about 36%, no sharp cut-off; inactive = mostly below about 34%;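 also: HEK-293T reporter cells stimulated with the NOD1 agonist gamma-tri-DAP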
NOD2 inhibition: NOD2 signaling inhibitors, cell-based, luminescence, uHTS, HEK293 (AID 1566) | HEK293 NOD2/NF-kB luciferase reporter, luminescence; higher % means a stronger effect | hit rate 0.63% among 290,000 | one-dose inhibition, % at 4 µM; EC50 in µM for titrated hits; also: many of its hits are not listed in these tables
XIAP antagonists: XIAP antagonists, biochemical, IAP family, fluorescence polarization (AID 1018). hit rate 0.007% among 200,000. E3 ubiquitin-protein ligase XIAP (Homo sapiens). one-dose displacement, % at 20 µM; IC50 in µM for titrated hits. XIAP BIR domain, fluorescence polarization peptide displacement; higher % means a stronger effect; in the data active = displacement above about 50%; also: a part of the inactive calls stands beside numbers as strong as those of hits
Numbers without * were called inactive; . = no result given; [ ] = another dose, or the depositor's remark. Rule as the data show it, unless noted: active = inhibition above about 50%; inactive = the rest.

Screens by letter – A = KOR beta-arrestin-1; B = KOR beta-arrestin-2; C = PMI inhibitors; D = LYP phosphatase; E = TNAP activation fold; F = human PMI inhibitors; G = NOD1 inhibition; H = NOD2 inhibition; I = XIAP antagonists
C=CCOc1nc2c(c(=O)n(C)c(=O)n2C)n1Cc1ccc(Cl)cc1Cl
  A: 30.6%	B: -2.1%	C: 18.2%	D: -3.1%	E: 1.1	F: 14.8%	G: -7.3%	H: 10.1%	I: 2.0%

Cc1ccc(/C=N/Nc2ccc(C(=O)O)cc2)o1
  A: 13.0%	B: -2.5%	C: -5.4%	D: 6.2%	E: 1.1	F: -5.0%	G: -43.6%	H: -48.6%	I: -7.6%

COc1ccc(Nc2ncc3c(n2)CC(c2ccc(C)cc2)CC3=O)cc1 (configuration not stated)
  A: -24.0%	B: 7.1%	C: 10.9%	D: -7.0%	E: 1	F: 6.6%	G: 8.5%	H: -9.0%	I: -4.7%

N#CCCn1c(Cl)nc2ccccc21
  A: -9.0%	B: -0.6%	C: 5.6%	D: -9.8%	E: 1.1	F: 2.5%	G: -8.1%	H: 7.5%	I: -13.3%

COc1ccccc1-n1c(CNC(=O)c2ccco2)nnc1SCC(=O)Nc1nccs1
  A: 30.6%	B: -3.7%	C: 8.3%	D: -6.1%	E: 1	F: 11.5%	G: -12.9%	H: 15.6%	I: 0.1%

CCc1cc(CNC(=O)C2CCC(=O)N(Cc3ccc(Cl)cc3)C2)on1 (configuration not stated)
  A: -48.2%	B: 2.5%	C: .	D: -12.5%	E: .	F: .	G: -32.4%	H: -2.2%	I: .

Cc1ccc(NC(=S)N(CCN2CCOCC2)Cc2ccccc2F)cc1Cl
  A: -5.7%	B: -1.0%	C: -3.1%	D: -4.5%	E: 1	F: -2.7%	G: 3.0%	H: -2.2%	I: -4.3%

CCCN1Cc2cccc(C(=O)NC(CC(=O)OCC)c3ccc(OCC)c(OC)c3)c2C1=O (configuration not stated)
  A: 17.8%	B: -4.1%	C: -10.4%	D: -3.9%	E: 1	F: -5.1%	G: -23.1%	H: -2.2%	I: -2.2%

Cc1nc([N+](=O)[O-])c(NCCCO)n1Cc1ccccc1
  A: 21.1%	B: -1.3%	C: -3.5%	D: 0.0%	E: 1	F: -7.7%	G: -31.5%	H: 9.3%	I: -5.0%

O=C(NC(Cc1ccccc1)C(=O)O)/C(=C/c1ccc(Cl)cc1)NC(=O)c1ccco1 (configuration not stated)
  A: 2.4%	B: -3.8%	C: .	D: -5.3%	E: .	F: .	G: -14.0%	H: 10.7%	I: .

CN=c1scc(-c2ccccc2F)n1/N=C(\C)c1cccnc1
  A: -8.0%	B: -0.5%	C: -9.3%	D: -1.3%	E: 1.1	F: 1.7%	G: -46.8%	H: -65.4%	I: 1.9%

NC(=O)CC[C@H](NC(=O)OCc1ccccc1)C(=O)OCc1ccc(Cl)cc1
  A: 8.5%	B: -2.3%	C: 6.5%	D: -1.1%	E: 1.1	F: 9.0%	G: -11.9%	H: 7.8%	I: -0.8%

COc1ccc2[nH]c(-c3ccc(C)cc3)cc(=O)c2c1
  A: 9.8%	B: 1.1%	C: -30.0%	D: -1.5%	E: 1.1	F: -22.7%	G: -26.4%	H: -95.0%	I: -4.1%

CC(Sc1nnc(N)s1)C(=O)Nc1ccc2c(c1)OCCO2 (configuration not stated)
  A: 0.9%	B: -3.0%	C: .	D: -6.7%	E: .	F: .	G: -23.8%	H: 6.9%	I: .

CC(C)CC(=O)c1c[nH]c(C(=O)NCCc2ccccn2)c1
  A: -32.3%	B: -4.5%	C: 12.0%	D: 0.2%	E: 1.1	F: 11.5%	G: -19.9%	H: 10.0%	I: -1.0%

C[C@]1(C(=O)NCCc2c[nH]c3ccccc23)C=C[C@@H](Cc2ccccc2)N1C(=O)c1ccccc1
  A: -16.7%	B: 1.7%	C: -8.8%	D: 0.7%	E: 0.9	F: -2.9%	G: 84.6%*	H: -14.6%	I: -4.2%

CCCCN(C)CCNC(=O)CCn1nc(-c2ccc(C)cc2)ccc1=O
  A: 8.0%	B: -7.1%	C: .	D: -4.7%	E: .	F: .	G: -8.4%	H: 9.6%	I: .

Cc1cc(C)c(NC(=O)CCCSc2nnc(N)s2)c(C)c1
  A: -12.0%	B: -2.2%	C: 4.4%	D: -5.8%	E: 1	F: 3.4%	G: -27.6%	H: -1.4%	I: -2.6%

O=C(CCCn1c(=S)[nH]c2cc3c(cc2c1=O)OCO3)N1CCN(c2ccccc2)CC1
  A: 18.0%	B: 1.0%	C: -0.6%	D: -5.6%	E: 1.1	F: -1.7%	G: -1.0%	H: 12.2%	I: -5.4%

CCC(C(=O)OCC(=O)Nc1c(Cl)cc(Cl)cc1Cl)c1ccccc1 (configuration not stated)
  A: 39.6%	B: 1.8%	C: 20.5%	D: 0.3%	E: 1.1	F: 15.5%	G: -16.2%	H: -0.9%	I: -1.2%

O=C1CC(Cc2ccccc2)C(=O)N1CCCn1ccnc1 (configuration not stated)
  A: -24.1%	B: -2.2%	C: 21.4%	D: 0.4%	E: 1	F: 18.8%	G: -17.8%	H: 1.6%	I: -2.7%

CC(=O)Nc1ccc(C(=O)N2CCN(C(=O)c3ccco3)CC2)cc1
  A: 21.0%	B: -3.9%	C: 1.7%	D: -7.4%	E: 1.1	F: -5.7%	G: -8.3%	H: -5.4%	I: -0.9%

O=[N+]([O-])c1ccc(N2CCN(CC(O)COc3ccccc3)CC2)cc1 (configuration not stated)
  A: -4.4%[20 µM]	B: .	C: 0.3%	D: -5.0%	E: 0.9	F: 9.2%	G: 32.1%	H: 4.8%	I: -5.9%

COc1ccc(C(=O)N=c2c(C#N)cc3c(=O)n4cccc(C)c4nc3n2Cc2ccco2)cc1
  A: 2.0%	B: -5.8%	C: -14.1%	D: -12.1%	E: 1.1	F: -33.8%	G: -22.6%	H: 9.8%	I: -3.3%

Clc1ccc(CN2CCC(c3ccccc3)CC2)cc1
  A: 17.2%	B: -2.2%	C: .	D: -9.0%	E: .	F: .	G: -11.9%	H: -21.9%	I: .

O=C(O)c1cccc2cc(-c3ccccc3)oc(=O)c12
  A: 20.8%	B: -0.7%	C: .	D: -2.8%	E: .	F: .	G: -11.7%	H: 11.7%	I: .

Cc1cc(C)c2nc(-n3nc(C)cc3N)cc(C)c2c1
  A: -14.7%	B: 1.8%	C: 1.7%	D: 5.0%	E: 1.1	F: -2.6%	G: -57.9%	H: -11.8%	I: -2.1%

Cc1cc(OCCn2cncn2)ccc1[N+](=O)[O-]
  A: -17.2%[20 µM]	B: 16.1%	C: .	D: -4.7%	E: .	F: .	G: 0.2%	H: 4.8%	I: .

CCn1c(C)c(C(C)=O)c(N2CCN(c3ccc(F)cc3)CC2)nc1=S
  A: -33.3%	B: 3.4%	C: -8.8%	D: 1.9%	E: 1	F: -6.4%	G: -4.3%	H: 12.0%	I: -5.2%

COc1ccc(-c2cc(-c3cccs3)c(C#N)c(SCC(=O)NCc3ccccc3OC)n2)cc1
  A: -12.0%	B: 3.2%	C: -11.0%	D: 5.3%	E: 1	F: -20.6%	G: -46.7%	H: -120.6%	I: -4.1%

Looked up one by one from the list above, two records:
Screens by letter – A = KOR beta-arrestin-1; B = KOR beta-arrestin-2; C = PMI inhibitors; D = LYP phosphatase; E = TNAP activation fold; F = human PMI inhibitors; G = NOD1 inhibition; H = NOD2 inhibition; I = XIAP antagonists
CCn1c(C)c(C(C)=O)c(N2CCN(c3ccc(F)cc3)CC2)nc1=S
  A: -33.3%	B: 3.4%	C: -8.8%	D: 1.9%	E: 1	F: -6.4%	G: -4.3%	H: 12.0%	I: -5.2%

Cc1cc(C)c2nc(-n3nc(C)cc3N)cc(C)c2c1
  A: -14.7%	B: 1.8%	C: 1.7%	D: 5.0%	E: 1.1	F: -2.6%	G: -57.9%	H: -11.8%	I: -2.1%

Following part
Screens by letter – A = KOR beta-arrestin-1; B = KOR beta-arrestin-2; C = PMI inhibitors; D = LYP phosphatase; E = TNAP activation fold; F = human PMI inhibitors; G = NOD1 inhibition; H = NOD2 inhibition; I = XIAP antagonists
COc1cc2nc(C3CCC3)n(NC(=O)C3CCC(OC)CC3)c(=O)c2cc1OC (configuration not stated)
  A: -3.1%	B: -3.2%	C: -0.6%	D: 7.0%	E: 1.1	F: 3.8%	G: 8.3%	H: 0.3%	I: -0.4%

O=C(COC(=O)C12CC3CC(CC(C3)C1)C2)NCc1ccco1
  A: 29.4%	B: -2.2%	C: 2.1%	D: -0.4%	E: 1.2	F: -4.6%	G: -2.5%	H: 10.1%	I: -1.1%

Cc1cc(S(=O)(=O)N2CCOCC2)ccc1OCC(=O)NCC1CCCO1 (configuration not stated)
  A: -18.9%	B: 2.4%	C: .	D: -9.0%	E: .	F: .	G: -2.6%	H: -15.7%	I: .

Cc1ccc2nc(SCC3CCCCO3)[nH]c2c1 (configuration not stated)
  A: -17.3%	B: -1.0%	C: .	D: 2.7%	E: .	F: .	G: -6.8%	H: -64.5%	I: .

O=S(=O)(Nc1cccc(-c2ccc(N3CCCCCC3)nn2)c1)c1ccc(C(F)(F)F)cc1
  A: -29.2%	B: 4.6%	C: .	D: 5.3%	E: .	F: .	G: 1.2%	H: -71.3%	I: .

OC(CN1CCOCC1)Cn1c(-c2cccc(Cl)c2)nc2ccccc21 (configuration not stated)
  A: 40.5%	B: 4.9%	C: 10.9%	D: 0.9%	E: 1.1	F: 1.7%	G: -5.2%	H: -0.8%	I: 0.1%

CCOC(=O)C(=NC(C)CC)NNc1ccc(Br)cc1 (configuration not stated)
  A: 39.0%	B: -1.1%	C: -60.6%	D: -8.5%	E: 1	F: -166.6%	G: -2.3%	H: -38.2%	I: 0.7%

CC(C)(C)NC(=O)c1cc(Cl)ccc1[N+](=O)[O-]
  A: 9.5%	B: -0.9%	C: 3.4%	D: 2.4%	E: 1.2	F: -0.9%	G: -21.7%	H: 8.7%	I: -3.6%

Cc1cccc(CSc2nnc([C@@H]3CCCN3C(=O)OC(C)(C)C)o2)c1
  A: 20.6%	B: 2.1%	C: .	D: -10.9%	E: .	F: .	G: 3.2%	H: 8.8%	I: .

O=C(O)CCN(Cc1ccccc1)S(=O)(=O)c1ccccc1Cl
  A: 2.0%	B: -3.8%	C: 6.4%	D: -4.4%	E: 1.1	F: 7.5%	G: -33.8%	H: 12.9%	I: .

O=C(Oc1nsnc1N1CCOCC1)N(c1ccccc1)c1ccccc1
  A: 0.9%	B: -0.8%	C: 2.9%	D: -10.9%	E: 1.1	F: -0.9%	G: 1.2%	H: 17.5%	I: -3.6%

CC(C)CCOc1ccc(CO[C@@H]2[C@H]3OC(C)(C)O[C@H]3O[C@@H]2C(O)CO)cc1 (some centres not stated)
  A: 13.6%	B: 0.2%	C: .	D: -3.7%	E: .	F: .	G: -6.7%	H: 3.7%	I: .

O=C(COC(=O)c1cc(F)c(F)cc1Cl)NC1CC1
  A: 3.0%	B: -4.2%	C: -6.2%	D: -2.6%	E: 1.2	F: -11.1%	G: -23.3%	H: 12.8%	I: -2.2%

Cc1ccsc1/C=C1/C(=O)NN(c2ccccc2)C1=O
  A: -14.6%	B: -2.8%	C: -6.5%	D: -5.1%	E: 1	F: 9.5%	G: -25.6%	H: 0.2%	I: -3.5%

Single values from above:
PMI inhibitors, CC(C)CC(=O)c1c[nH]c(C(=O)NCCc2ccccn2)c1 : 12.0%
PMI inhibitors, Cc1ccc(/C=N/Nc2ccc(C(=O)O)cc2)o1 : -5.4%
KOR beta-arrestin-1, O=C(Oc1nsnc1N1CCOCC1)N(c1ccccc1)c1ccccc1 : 0.9%
KOR beta-arrestin-2, Cc1cc(OCCn2cncn2)ccc1[N+](=O)[O-] : 16.1%

Only part of the results is shown; count on the stated rates, not on these rows.
